CHRM4 antagonist – human M4 muscarinic receptor antagonists, primary screen, CHO cells, Fluo-8 calcium fluorescence; CHO-hM4 cells, ACh EC80; inhibition, % at 3 µM; Muscarinic acetylcholine receptor M4 (Homo sapiens), P08173; AID 624125, 2012; hit rate 0.73% among 360,000;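 active = inhibition above its plate's cutoff, the mean inhibition of sample wells plus 3 SD, cut at about 27% in these data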;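 note: 0% = acetylcholine EC80 with DMSO and 100% = DMSO without agonist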
Target sequence (P08173 whole entry, looked up): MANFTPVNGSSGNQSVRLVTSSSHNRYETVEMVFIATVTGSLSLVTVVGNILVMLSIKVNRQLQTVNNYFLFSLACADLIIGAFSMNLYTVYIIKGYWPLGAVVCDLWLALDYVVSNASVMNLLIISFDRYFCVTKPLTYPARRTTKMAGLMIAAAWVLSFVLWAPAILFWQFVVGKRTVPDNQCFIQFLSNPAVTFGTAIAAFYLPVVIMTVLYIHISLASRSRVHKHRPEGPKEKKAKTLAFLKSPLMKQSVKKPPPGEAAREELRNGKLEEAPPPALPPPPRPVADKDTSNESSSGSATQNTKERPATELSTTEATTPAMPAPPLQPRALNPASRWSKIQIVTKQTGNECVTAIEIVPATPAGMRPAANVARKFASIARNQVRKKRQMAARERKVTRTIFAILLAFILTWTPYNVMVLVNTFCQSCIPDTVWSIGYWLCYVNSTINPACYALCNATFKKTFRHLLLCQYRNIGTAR
M1 PAM parental – nonselective calcium activators in parental CHO-K1 cells, primary screen, counter-screen for M1 PAM project, cell-based, Fluo-8 calcium fluorescence, full deck, 1536-well; activation, % at 3 µM; hit rate 0.02% among 360,000; ATP EC20; 0% at ATP EC20, 100% at ATP max;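 active = activation above the run cutoff, the mean activation of all test compounds plus 3 SD, cut at about 40% in these data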;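 note: peak over basal fluorescence ratio in a 140 s read after ATP addition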
M4 PAM – human M4 muscarinic receptor positive allosteric modulators, primary screen, CHO-K1 cells, Fluo-8 calcium fluorescence. Muscarinic acetylcholine receptor M4 (Homo sapiens), P08173. activation, % at 3 µM. hit rate 0.4% among 360,000. CHO-K1 hM4/Gqi5, ACh EC20; 0% = ACh EC20, 100% = maximal ACh;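 active = activation above its plate's cutoff, the mean activation of sample wells plus 3 SD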; note: some results filed as inactive read as strong as hits
CHO-K1 Ca antag – counter-screen for M1 antagonists: effect in parental CHO-K1 cells | ATP-induced calcium, Fluo-8 fluorescence | inhibition, % at 3 µM | hit rate 0.6% among 360,000 | AID 602250;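 active = inhibition above a per-plate cutoff, the plate's mean sample inhibition plus 3 SD, cut at about 24% in these data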;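 note: 0% = DMSO plus EC80 ATP and 100% = DMSO alone without ATP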
M5 ag – human M5 muscarinic receptor agonists, primary screen, CHO-K1 cells, Fluo-8 calcium fluorescence | CHO-K1 hM5 cells; 0% DMSO wells, 100% maximal acetylcholine response | AID 624037, 2012 | hit rate 0.19% among 360,000 | Muscarinic acetylcholine receptor M5 (Homo sapiens), P08912 | activation, % at 3 µM;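 active = activation above the run's mean over test compounds plus 3 SD, cut at about 23% in these data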;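 note: signal is peak over basal fluorescence ratio across the kinetic read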
M5 antag – human M5 muscarinic receptor antagonists, primary screen, CHO cells, Fluo-8 calcium fluorescence. hit rate 0.59% among 360,000. Muscarinic acetylcholine receptor M5 (Homo sapiens), P08912. inhibition, % at 3 µM. CHO-hM5 cells, ACh EC80. AID 624040, 2012;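 active = inhibition above a per-plate cutoff, the mean of that plate's test compounds plus 3 SD, cut at about 27% in these data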;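 note: 0% = acetylcholine EC80 with DMSO and 100% = DMSO without agonist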
M1 ag parental – counter-screen for M1 agonists: effect in parental CHO-K1 cells | Fluo-8 calcium fluorescence; scaled to maximal ATP response, vehicle zero | activation, % at 3 µM | hit rate 0.48% among 360,000 | AID 602248, 2012; in the data active = activation above about 15%;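 note: untransfected CHO-K1 host cells lacking M1 receptor as counterscreen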
CHRM4 agonist – human M4 muscarinic receptor agonists, primary screen, CHO-K1 cells, Fluo-8 calcium fluorescence; activation, % at 3 µM; hit rate 0.14% among 360,000; Muscarinic acetylcholine receptor M4 (Homo sapiens), P08173; CHO-K1 hM4/Gqi5; vehicle 0%, full acetylcholine response 100%; AID 624127, 2012;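 active = activation above the run mean over all test wells plus 3 SD, cut at about 32% in these data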;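 note: peak over basal fluorescence ratio per well then scaled between controls; 0% = DMSO wells and 100% = acetylcholine at EC100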
M5 PAM – human M5 muscarinic receptor positive allosteric modulators, primary screen, CHO-K1 cells, Fluo-8 calcium fluorescence; CHO-K1 hM5, ACh EC20 PAM; 0% = ACh EC20, 100% = ACh EC100; hit rate 0.3% among 360,000; Muscarinic acetylcholine receptor M5 (Homo sapiens), P08912; AID 624038, 2012; activation, % at 3 µM;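 active = activation above the run cutoff, the mean activation of all test compounds plus 3 SD, cut at about 18% in these data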
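Measured by: Fluo-8 calcium fluorescence; material: human M5 receptor in CHO-K1 cells; schedule: Post-acetylcholine fluorescence recording 140 s; benchmarks: low control EC20 acetylcholine (0%), high control EC100 acetylcholine (100%); read-out: Max/basal fluorescence ratio as % of EC20–EC100 ACh window; compound: single dose, 3 µM nominal final test concentration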
Starred values were filed as active, the others as inactive; . = no result given.

Every second line gives: CHO-K1 Ca antag	M5 antag	M5 PAM	M1 PAM parental	CHRM4 antagonist	M4 PAM	CHRM4 agonist	M1 ag parental	M5 ag
O=[N+]([O-])c1ccccc1/C=N/OCc1ccccc1
→ -11	18	-6	3	15	-6	-1	-0.5	-4
NC(=O)c1cccc(-c2ccnc3c2CC(C(=O)NCC2CC2)O3)c1 (stereo unspecified)
→ 3	5	-1	12	-2	5	1	2.2	1
CCN1C(=O)/C(=C\N(C)C)NC1=S
→ -2	-7	10	4	-6	2	1	0.0	-2
CCc1c(O)nc(SCC(=O)Nc2nc3ccccc3s2)n(-c2ccc(C)cc2)c1=O
→ -6	5	5	10	1	1	1	2.6	2
CCOC(=O)C1=C(C)NC(C)=C(C(=O)OCC)C1c1ccc(OC)cc1
→ 5	3	-14	-5	-12	1	0	-0.5	-6
Cc1ccc(C(C(=O)NCc2ccco2)N(C(=O)Cn2nnc3ccccc32)c2ccccc2)o1 (stereo unspecified)
→ -12	-9	-4	23	-1	7	4	1.1	-3
O=C(C1CCCN1C(=O)c1cccs1)N1CCN(S(=O)(=O)c2ccc(F)cc2)CC1 (stereo unspecified)
→ -13	7	-6	3	-8	6	1	0.1	2
CCOC(=O)CN1C(=O)COc2ccc(C(C)(C)C)cc21
→ -6	0	1	12	-2	14	-1	0.5	-4
Cc1c(NC(=O)c2cccc(NC(=O)Cc3ccc(Cl)cc3)c2)c(=O)n(-c2ccccc2)n1C
→ -14	25	-7	15	-3	3	1	1.0	2
N#CC1=C(N)SC(N)=C(C#N)C1c1ccnc2ccccc12
→ 3	18	2	-2	12	14	2	1.4	-3
c1ccc2c(NCC3CCCO3)nc(N3CCCCC3)nc2c1 (stereo unspecified)
→ -1	4	4	-9	-1	-3	2	0.6	-18
Cc1nn(C2CCS(=O)(=O)C2)c(C)c1CN(C)C(=O)c1cccc(Cl)c1 (stereo unspecified)
→ -4	3	-4	1	-9	8	0	-0.1	0
O=C(CN1C(=O)COc2ccc(Cl)cc21)NCC1CCCO1 (stereo unspecified)
→ -8	-1	4	-7	-14	3	2	1.2	-1
Cc1nn(CC(=O)Nc2ccc(C(=O)N3CCCCC3)cc2)c(=O)c2ccccc12
→ -17	0	-5	26	6	-1	0	0.9	-2
O=[N+]([O-])c1cc(-c2csc(NCCc3nc4cc(Cl)c(Cl)cc4n3CCCO)n2)ccc1Cl
→ -7	10	-5	10	-1	6	12	1.1	0
FC(F)(F)c1nnc2sc(-c3cccs3)nn12
→ 18	5	-4	-5	2	-10	0	0.0	-2
Cc1ccc(S(=O)(=O)N2CCCOC2CNC(=O)C(=O)NCCc2c[nH]c3ccccc23)cc1 (stereo unspecified)
→ 7	5	-11	1	-8	-9	15	6.1	4
CCCCCCCCn1ccc(=N)cc1
→ 2	-26	20*	5	-12	-3	0	0.2	-13
O=C(c1ccc(NS(=O)(=O)c2ccc(F)cc2)cc1)N1CCN(c2ccccc2O)CC1
→ -1	3	-1	4	6	0	6	4.5	5
O=C(CSc1nnc(NC(=O)C2CCC2)s1)Nc1ccc(N2CCOCC2)cc1
→ -9	3	-6	18	3	4	1	0.6	-3
C=CCn1c(-c2ccc(OC)cc2)nc2nc3ccccc3nc21
→ 4	6	-3	14	9	-4	3	1.6	-1
Nc1nnc(SCc2nnc(-c3ccccc3)o2)s1
→ -6	-9	3	17	-9	21	3	-0.3	-3
C=CCNc1nc(-c2cc3ccccc3o2)cs1
→ -3	2	-2	14	4	12	0	0.3	-1
O=C1CCCCCCC(=O)[C@H](O)C[C@H](c2ccccc2)O1
→ -13	4	-6	5	-4	4	1	0.2	3
Cc1c(C)n(Cc2ccc(F)cc2)c2ccc(C(=O)N3CCN(c4ccccn4)CC3)cc12
→ 3	5	-5	-24	2	-4	2	0.4	-2
CN1CCN(NC(=O)CN2C(=O)S/C(=C\c3c(Cl)cccc3Cl)C2=O)CC1
→ -8	1	2	13	2	3	1	0.7	-2
CN(CC(=O)Nc1cccc2c1CCCC2)S(=O)(=O)c1ccccc1
→ -24	-1	-3	-9	-11	3	2	0.8	-1
COc1ccccc1NS(=O)(=O)c1cc(N)ccc1N1CCOCC1
→ -9	-6	-4	7	-4	2	2	0.3	0
O=C(OCn1ncc(Cl)c(Cl)c1=O)c1ccccc1Cl
→ -9	-3	14	33	10	23	-3	0.4	6
CSCCC(NC(=O)COc1ccccc1)C(=O)N(C)CC(=O)Nc1ccc(Cl)cc1 (stereo unspecified)
→ -13	7	-6	7	0	-5	10	1.3	-1
CCn1c(SCC(=O)Nc2cccc(C)n2)nc2c1c(=O)n(C)c(=O)n2C
→ -9	-13	5	2	-5	4	1	0.5	0
NCC(=O)c1cccc2ccc[n+]([O-])c12
→ -9	0	4	-18	-9	17*	2	0.7	0
Nc1c(-c2ccc(F)c(F)c2)nc2ncccn12
→ .	-1	4	.	-2	-3	1	.	4
CCOc1ccc(/C(O)=C/C(=O)C(=O)Nc2ccc(S(=O)(=O)NC(C)=O)cc2)cc1
→ 11	-9	3	-1	-1	2	0	-0.5	-1
Cc1csc(NC(=O)CCCC(=O)O)c1-c1nc2ccccc2s1
→ 7	-4	2	-17	7	-9	1	0.4	2
CCOc1ccc(OCC)c(NC(=O)CSc2nc3c(c(=O)n(C)c(=O)n3C)n2C(C)C)c1
→ -20	2	-6	13	-9	0	9	1.5	-5
COc1ccc(OC)c(S(=O)(=O)N2CCCCCC2)c1
→ -13	-7	8	9	6	10	0	0.0	-5
Cc1ccc(S(=O)(=O)NCC(=O)OCC(=O)NCc2cccs2)cc1
→ -1	4	0	3	2	0	1	1.1	0
CN(CCc1ccccn1)C1CC(=O)N(c2ccc(Cl)cc2)C1=O (stereo unspecified)
→ -4	-3	-3	25	-14	5	0	0.6	0
Cc1cc(C)nc(NS(=O)(=O)c2ccc(NC(=O)Nc3ccccc3F)cc2)n1
→ 9	8	1	-22	1	-1	0	-0.2	-3
Cn1c(=O)c2c(-c3ccccc3)n(-c3ccccc3)cc2n(C)c1=O
→ -2	6	-5	9	-7	-7	12	3.8	0
COc1ccc2oc(C(=O)OCC(=O)N3CCN(S(=O)(=O)c4ccc(C)cc4)CC3)c(C)c2c1
→ 14	15	-6	-19	7	-10	11	4.6	2
CCCNC(=O)c1ccc(N2CCC3(CC2)CC(c2cccc(Br)c2)=NO3)c(N)c1
→ -10	16	-10	4	-4	6	9	3.1	0
O=c1c2ccccc2nc(N/N=C/c2c(O)ccc3ccccc23)n1O
→ -10	-2	-4	27	4	8	0	0.4	-2
Cc1nn(CC(=O)Nc2ccncc2)c(C)c1[N+](=O)[O-]
→ -14	1	-6	16	4	-3	1	0.4	0
CCOC(=O)N1CCC(N2C(=O)c3ccccc3C2=O)CC1
→ -8	-4	-1	17	2	2	1	0.7	1
Cc1ccc(Cl)cc1NC(=O)c1cc(S(=O)(=O)N2CCOCC2)cn1C
→ 10	-3	-6	-7	-16	10	2	-0.3	0
c1ccc(-c2nc(-n3ccnc3)nc(-n3ccnc3)n2)cc1
→ 14	-2	-3	-6	10	-13	10	2.7	1
COc1ccc(NS(=O)(=O)c2cc(C)ccc2C)cc1
→ -7	4	-9	17	-5	-12	0	0.3	-12
COc1ccc(C(=O)NCCSc2ccccc2C)cc1
→ -5	15	0	10	2	0	0	0.9	-6
O=C(Nc1ccc2ccccc2c1)C(C1CC1)n1c(=O)c(-c2cc3ccccc3[nH]2)nc2ccccc21 (stereo unspecified)
→ .	-1	0	.	9	-2	1	.	3
Nc1[nH]n(-c2c(Cl)cc(Cl)cc2Cl)c(=O)c1N=Nc1ccc(S(=O)(=O)Nc2ncccn2)cc1
→ 1	5	-1	-22	-2	5	0	0.1	1
Cc1cc(-c2ccccc2)nc(N(C)NC(=O)C(C)(C)C)c1S(C)(=O)=O
→ 5	16	-10	10	1	-10	14	2.6	0
CC(Oc1cccc(Cl)c1)C(=O)Nc1ccccc1N1CCCC1 (stereo unspecified)
→ -1	0	-1	25	-18	15	-2	1.6	0
COc1ccc(N2CCN(C3CCCN(Cc4ccccc4OCCO)C3)CC2)cc1 (stereo unspecified)
→ 1	-12	4	-3	-3	-2	0	0.1	0
CCCC(=O)NCCCCNC(=O)CCC
→ 2	3	0	14	-3	6	0	0.5	0
CC(=O)Nc1ccc(-c2cn3c(n2)SCC3)cc1
→ -7	17	-2	7	-5	2	0	0.5	-2
CC(=O)N1C(=O)C2(NCC(C)N2)c2ccccc21 (stereo unspecified)
→ -3	-2	-2	2	-1	-2	0	0.2	0
CCNC(=S)NNC(=O)c1cc(-c2cccnc2)nc2ccccc12
→ -7	3	2	7	-10	-5	1	0.3	-1
CC1(C)CC1C(=O)Nc1ccc([N+](=O)[O-])cc1Br (stereo unspecified)
→ -2	0	8	4	6	10	-1	0.2	-4
COc1cc2c(cc1OC)CN(C(=O)CN1CCN(S(=O)(=O)c3ccc(C)c(C)c3)CC1)CC2
→ 1	-1	-3	-18	-1	-3	7	1.0	-4

Screens from PubChem BioAssay.
